# Screening data: PubChem, several laboratories
# STAT3 activator: increases IL-6 driven STAT3 reporter signal; U3A cells, IL-6 STAT3-luciferase reporter, luminescence; 100% = signal with IL-6 EC80 alone; activation (% of control), % at 5.6 µM; AID 871; hit rate 0.91% among 190,000;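 active = activation above the screen-wide mean of compound activation plus 3 SD, cut at about 130% in these data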;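 note: 0% = background luminescence of wells with medium and substrate only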
#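 Detection: reporter luminescence signal / Assay system: STAT1-lacking human U3A cells, STAT3 luciferase reporter / Incubation: compound pre-incubation 1 h before IL-6, then 6 h stimulation at 37 °C / Control set: IL-6-only high control / Read-out: % activation relative to IL-6 control / Probe or stimulus: Interleukin-6, 33 ng/mL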
# RAM inhibit: blocks the yeast RAM network; S. cerevisiae dse1pr::URA3 reporter, 5-FOA growth OD615, 2 d; analog-sensitive cbk1-as2 kinase mutant strain; inhibition, % at 50 µM; hit rate 1.8% among 190,000; AID 868;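 active = inhibition above a set limit, 3 SD over mean compound inhibition, cut at about 8.4% in these data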;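 note: 0% = DMSO-only wells with no growth and 100% = 10 µM 1-NA-PP1 full growth; inhibition rescues growth on 5-FOA so higher OD means more RAM inhibition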
# ROMK primary: modulates human ROMK potassium channel activity; Tet-inducible ROMK, thallium flux fluorescence; actives lie on both sides; B-score at 10 µM; hit rate 2% among 130,000; AID 1918;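 active = signal ratio slope over the read window, or its plate-corrected B-score, at least 3 SD from the plate mean, either direction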;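 note: B-score of the F/F0 ratio slope over 7 to 12 s after thallium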
# Target sequence (P48048 whole entry, looked up): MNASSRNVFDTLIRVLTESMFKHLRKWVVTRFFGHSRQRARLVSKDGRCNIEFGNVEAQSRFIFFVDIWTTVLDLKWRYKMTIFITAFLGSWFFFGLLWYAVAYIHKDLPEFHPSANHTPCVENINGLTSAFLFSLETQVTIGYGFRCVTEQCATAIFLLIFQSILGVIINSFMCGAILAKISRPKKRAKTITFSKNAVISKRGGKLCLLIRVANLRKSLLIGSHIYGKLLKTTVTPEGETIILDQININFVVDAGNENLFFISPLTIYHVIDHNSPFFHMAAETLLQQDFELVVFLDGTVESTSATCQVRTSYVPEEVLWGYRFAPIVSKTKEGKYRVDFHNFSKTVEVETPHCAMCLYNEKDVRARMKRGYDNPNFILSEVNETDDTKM
# S1P3 antag: blocks the human S1P3 receptor | CHO S1P3 NFAT-BLA reporter, FRET fluorescence, antagonist mode | AID 485 | inhibition, % at 4.98 µM | hit rate 0.27% among 170,000 | Q99500;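 active = inhibition above the plate cutoff, the mean inhibition of test wells on that plate plus 3 SD, cut at about 28% in these data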;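 note: cells challenged with S1P at its EC80 of 0.8 µM; blue over green emission ratio from cleaved BLA substrate after 4 h stimulation; 0% = S1P-stimulated wells and 100% = unstimulated DMSO-only wells; some compounds past the cut are filed as inactive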
# Target sequence (Q99500 whole entry, looked up): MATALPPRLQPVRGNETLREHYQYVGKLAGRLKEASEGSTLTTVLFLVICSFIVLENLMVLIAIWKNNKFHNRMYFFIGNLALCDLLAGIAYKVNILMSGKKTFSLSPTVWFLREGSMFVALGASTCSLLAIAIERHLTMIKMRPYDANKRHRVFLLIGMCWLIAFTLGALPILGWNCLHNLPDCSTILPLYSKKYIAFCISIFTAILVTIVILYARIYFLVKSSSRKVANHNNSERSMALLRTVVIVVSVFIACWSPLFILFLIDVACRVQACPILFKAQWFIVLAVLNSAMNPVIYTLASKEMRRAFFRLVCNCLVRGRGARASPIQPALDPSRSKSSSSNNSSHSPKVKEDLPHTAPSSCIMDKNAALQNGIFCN
# TR-FRET SRC-2 ct: counter-screen for PPARgamma SRC-2 recruitment agonists: TR-FRET artefact | active compounds read high | TR-FRET ratio at 8 µM | hit rate 0.4% among 200,000; in the data active = TR-FRET ratio above about 2000; note: inactives centre near 1500
# PPARg SRC1 recr: agonists of human PPARgamma SRC-1 coactivator recruitment; AID 631; PPARgamma-SRC-1 coactivator recruitment biochemical assay; hit rate 0.41% among 200,000; activation, % at 8 µM; P37231; in the data active = activation above about 19%;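 note: 0% = DMSO and 100% = reference agonist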
# STAT1 inh: STAT1 signaling inhibition; hit rate 0.35% among 200,000; AID 920; inhibition, % at 5.5 µM; NIH 3T3 STAT1-luciferase reporter, IFN-gamma, luminescence;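 active = inhibition above a set limit, the mean inhibition across all tested compounds plus 3 SD, cut at about 34% in these data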;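 note: 0% = IFN-gamma with DMSO and 100% = IFN-gamma with 300 µM nifuroxazide; values of inactives mirror those of a sister screen read the other way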
# PPARg SRC-3 ag: promotes SRC-3 coactivator recruitment by human PPARgamma. biochemical PPARgamma/SRC-3 coactivator recruitment assay. activation, % at 8 µM. hit rate 0.26% among 200,000. AID 731; in the data active = activation above about 23%;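 note: 0% = DMSO and 100% = reference agonist; some compounds past the cut are filed as inactive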
# TLR4-MyD88 BLA: blocks binding of human TLR4 to MyD88; O00206+Q99836; HeLa CL3-4 TLR4/MyD88 BLA complementation, FRET ratio; inhibition, % at 8.4 µM; hit rate 0.18% among 200,000; AID 861; in the data active = inhibition above about 25%;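 note: 0% = vehicle and 100% = reference inhibitor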
# PPARg SRC2 recr: agonists of SRC-2 recruitment by human PPARgamma; AID 1032; PPARgamma LBD-SRC-2 recruitment, biochemical; P37231; hit rate 0.34% among 200,000; activation, % at 8 µM; in the data active = activation above about 22%;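 note: 0% = vehicle and 100% = reference agonist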
# STAT3 inh: STAT3 signaling inhibition. AID 862. hit rate 0.89% among 190,000. U3A cells, IL-6 STAT3-luciferase reporter, luminescence; host cell line lacks STAT1. inhibition, % at 5.5 µM;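 active = inhibition above the mean inhibition across all screened compounds plus 3 SD, cut at about 44% in these data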;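 note: 0% = DMSO only wells and 100% = 100 µM nifuroxazide control wells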
# * marks the source's active call; other numbers are inactive results; nt = not tested or not shown.
SMILES,STAT3 activator,RAM inhibit,ROMK primary,S1P3 antag,TR-FRET SRC-2 ct,PPARg SRC1 recr,STAT1 inh,PPARg SRC-3 ag,TLR4-MyD88 BLA,PPARg SRC2 recr,STAT3 inh
Cc1[nH]nc(SCC(=O)NC2CCCC2)c1[N+](=O)[O-],104,0.6,0.37,-1,1535,-4,-4,1,1,-4,8
Cc1ccc(NC(=O)c2ccc(CSc3nnc(C)s3)cc2)c(C)c1,105,7.1,nt,nt,1523,0,-11,3,-6,6,-5
Cc1cn(C2C=CC(CO)O2)c(=O)[nH]c1=O (configuration not stated),100,1.7,-1.1,12,1626,-6,-1,-6,0,-3,4
Cc1cc(C)c2oc(C(=O)Nc3ccc(S(=O)(=O)N4CCCC(C)C4)cc3)cc(=O)c2c1 (configuration not stated),105,9.2*,nt,7,1461,-4,-15,-1,-3,4,-5
O=C(NCCO)c1nc2ccccc2s1,130,0.0,0.0038,nt,1670,-2,0,-3,-1,3,-34
COc1ccc(NC(=O)Nc2ccccc2OC)cc1,96,3.1,-0.39,nt,1312,-6,-15,2,-5,0,9
CCOC(=O)c1[nH]c(C(=O)O)c(CCN(CC)CC)c1C,102,0.3,nt,nt,1534,-1,-8,-1,14,-5,3
N#Cc1ccccc1-n1c(N)c(C(=O)N2CCCC2)sc1=S,105,1.5,0.11,nt,1561,4,2,-1,-5,-3,-3
NC(=O)NC(=O)COC(=O)CCCc1c[nH]c2ccccc12,102,-0.4,-2.1,-13,1299,-3,1,5,2,-1,0
CCN1C(=O)C(O)(C2COC(C)(C)CC2=O)c2cc(Br)ccc21 (configuration not stated),100,2.7,nt,-11,1463,2,-1,5,-3,6,4
CCCOc1ccc(N2C(=O)CC(SCCc3nc4ccccc4[nH]3)C2=O)cc1 (configuration not stated),97,0.8,0.2,-8,1627,-7,17,0,-2,-1,5
O=C(Nc1cccnc1)c1cn(-c2ccccc2)nc1-c1cccs1,105,-0.1,-0.87,29,1575,1,-26,8,8,8,0
Cc1ccc(CNC(=O)CSc2nc3ccccc3c3nc(C)nn23)cc1,98,0.3,0.18,nt,1491,6,-6,7,-8,12,3
O=C(c1cc(Cl)ccc1Cl)N1CCN(c2ccccn2)CC1,102,-0.1,nt,-14,1486,-8,1,-9,3,-8,2
O=C(COC(=O)c1cccnc1Cl)NCc1cccs1,97,0.1,-0.67,-21,1562,3,-4,0,3,4,10
COc1ccccc1N1CCN(c2ncnc3nc[nH]c23)CC1,92,0.5,nt,-18,1577,9,-8,4,-9,2,9
CC(Nc1oc(-c2ccco2)nc1C#N)c1ccccc1 (configuration not stated),94,1.0,-1.4,10,1636,6,4,2,-17,6,7
NC(=O)C1(N2CCCCC2)CCN(CC(=O)Nc2cc(Cl)ccc2Cl)CC1,96,2.9,nt,12,1586,6,2,17,-1,-1,8
Cc1ccc(N2C(=O)c3ccc(N)cc3C2=O)cc1,111,0.2,nt,4,1566,-2,-54,-1,12,-7,-7
CC(=O)Nc1ccc(C2(O)COc3ccccc3O2)cc1 (configuration not stated),104,2.9,nt,nt,1580,2,-4,-1,-5,4,1
CCOC(=O)c1c(NC(=O)Cn2nc(C(=O)O)c3ccccc3c2=O)sc(CC)c1C,103,3.3,0.15,-5,1514,8,1,6,1,-2,-2
CNc1nnc(-c2ccc(OC)cc2)s1,102,-0.8,-0.0062,-15,1450,-4,-25,4,7,-2,5
O=C(CN1C2=NCCN2c2ccccc21)C12CC3CC(CC(C3)C1)C2,116,-0.2,nt,20,1698,-13,3,-13,17,-4,-6
COc1ccc(NC(=O)CSc2nnc(-c3ccccn3)n2Cc2ccco2)cc1OC,104,4.9,nt,nt,1645,7,11,14,-1,5,0
COc1ccc(/C=C/C(=O)NCc2ccccn2)cc1,103,-0.1,nt,2,1493,-3,-17,1,-12,-12,0
Cc1cc(C)n(CC(O)COc2cccc(OCC(O)Cn3nc(C)cc3C)c2)n1 (configuration not stated),88,1.1,nt,8,1506,2,2,14,-3,13,20
CCOC(=O)c1c(O)c(Cl)c(C)[nH]c1=O,102,1.6,0.69,-11,1580,-4,-2,-2,0,3,2
CC(Sc1ccc(Cl)cc1)C(=O)Nc1ccccc1-c1ccccc1 (configuration not stated),108,2.5,-0.85,6,1712,4,2,3,-4,3,-5
CCCCn1c(SCC(=O)NCCOC)nc2ccc(N3CCOCC3)cc2c1=O,93,0.1,nt,nt,1653,11,0,9,2,4,12
COc1cccc(C2CC(C(F)(F)F)n3ncc(C(=O)O)c3N2)c1 (configuration not stated),97,-0.3,nt,8,1807,10,3,-1,9,12,10
C=CCn1c(-c2ccc(C)cc2)nc2ccccc21,102,2.2,-0.55,nt,1616,4,0,3,-9,5,-3
CCN1CCc2nc(NC(=O)Cc3ccc4c(c3)OCCO4)sc2C1,107,0.5,nt,nt,1592,0,5,-9,4,1,-5
C/C(=N/NC(=O)c1ccoc1C)c1ccc(N2CCOCC2)cc1,99,0.4,nt,2,1607,4,-51,-1,-8,10,4
O=C(NC(Cc1ccccc1)C(=O)O)c1ccc(S(=O)(=O)N2CCCC2)cc1 (configuration not stated),104,0.5,0.3,12,1659,0,-3,1,-6,7,-1
COCCCNS(=O)(=O)c1ccc2c(c1)OCCO2,77,2.2,nt,-20,1672,4,14,1,13,7,33
O=C(NNc1cccc(Cl)n1)Nc1cccc(C(F)(F)F)c1,120,5.7,0.74,2,1406,1,11,-6,9,4,-27
CC12COC3(C(=O)Nc4ccc5ccccc5c4)CC1CCC32C (configuration not stated),129,7.4,0.13,-15,1525,-13,-52,0,1,1,-29
CN1CCC(N(C)C(=O)COc2ccc(S(=O)(=O)N3CCOCC3)cc2)CC1,107,-1.3,0,-8,1515,1,-8,-9,-5,-2,-7
O=C1/C(=C/c2cccnc2)Oc2cc(OS(=O)(=O)c3ccc(F)cc3)ccc21,99,1.4,-0.16,nt,1631,3,2,3,15,0,8
COc1ccccc1N1CCN(C(=O)CSc2nc(-c3ccccc3)cc(=O)[nH]2)CC1,107,0.8,0.018,-7,1553,4,-2,1,0,-5,-8
CNC(=S)NNC(=O)c1sccc1OCc1ccc(C)cc1,101,4.1,0.8,nt,1546,0,0,-4,5,4,6
Cc1nc2ccc(S(=O)(=O)Nc3ccccc3C)cc2s1,104,2.3,0.97,-8,1514,1,0,1,-2,2,0
Cn1c(SCC(=O)c2ccccc2)nnc1C1CC1,95,0.4,0.5,10,1678,0,-5,4,2,2,10
Cn1nc(Oc2ncc(C(F)(F)F)cc2Cl)cc1C(F)(F)F,94,0.8,-0.4,-13,1629,6,0,0,-12,3,9
O=c1c2c3c(sc2nc2n1CCCCC2)CCC3,116,2.2,-1,nt,1423,6,-6,-4,10,7,-12
C=CCN(CC=C)CCOc1cccc(Oc2ccccc2)c1,89,1.6,1.8,-10,1760,-2,15,-2,1,4,16
COc1cccc(Cn2nnc(C(=O)Nc3cc(C)ccc3OC)c2N)c1,102,6.0,nt,33,1696,0,3,-8,2,6,3
COc1ccccc1NC(=O)Nc1ccc2c(c1)nnn2C,100,3.3,1.5,nt,1292,2,-6,1,-5,2,-3
COC(=O)c1ccc(NC(=S)N2CCC(C(N)=O)CC2)cc1,94,1.5,nt,-1,1616,0,3,5,-2,1,5
O=C(Oc1cccc(N2C(=O)CCC2=O)c1)C1CC(=O)N(c2ccc(F)cc2)C1 (configuration not stated),92,1.3,-0.023,-11,1513,-7,-1,0,13,-5,14
Cc1ccc(SCCNC(=O)c2ccccc2)cc1,98,7.8,nt,nt,1560,2,11,1,4,-2,4
Cc1ccccc1CSCCNC(=O)COc1ccc(Cl)cc1,105,1.2,-1.1,-8,1393,-6,-4,-1,0,-3,-8
COc1cccc(N2C(=O)CC(N3CCN(C(=O)c4ccco4)CC3)C2=O)c1 (configuration not stated),107,1.3,0.15,nt,1728,-1,0,12,-1,12,-2
Cc1ccc(Oc2ncccc2COC(=O)Nc2ccccc2C)cc1,99,2.9,nt,4,1508,4,-2,8,-7,0,4
COC(=O)CCN(C(=O)C1C2CC3CC(C2)CC1C3)c1ccccn1 (configuration not stated),98,2.2,nt,10,1563,-1,8,-3,5,3,9
COCCNC(=O)C(=O)NNC(=O)COc1ccc(OC)cc1,102,2.6,-0.026,-13,1414,-1,-2,1,13,10,2
Cc1cccc(-c2nc(CSCC(=O)N3CCN(c4ccccn4)CC3)c(C)o2)c1,105,-0.3,-4.3*,-4,1535,4,4,-5,3,6,-2
Cc1ccc(C)c(S(=O)(=O)Nc2ccc(S(=O)(=O)Nc3onc(C)c3C)cc2)c1,96,-0.7,1.1,-29,1483,2,-16,-2,20,-3,9
Cc1nn(-c2ccccc2)c2c1C(c1ccc(F)cc1)C(C#N)=C(N)O2 (configuration not stated),108,2.2,-1.3,-10,1702,3,3,3,-2,2,-5
O=S(=O)(c1ccccc1)N1CCN=C1SCc1ccccc1Cl,104,2.3,-0.011,5,1499,2,-1,-6,3,1,-3
# Next entries
SMILES,STAT3 activator,RAM inhibit,ROMK primary,S1P3 antag,TR-FRET SRC-2 ct,PPARg SRC1 recr,STAT1 inh,PPARg SRC-3 ag,TLR4-MyD88 BLA,PPARg SRC2 recr,STAT3 inh
Cc1cccn2c(=O)c(/C=C(\C#N)C(N)=O)c(N3CCN(Cc4ccc5c(c4)OCO5)CC3)nc12,95,0.6,nt,-6,1492,3,2,-1,-1,4,5
O=C1CCCN1CC(CN1CCOCC1)Sc1nnnn1-c1ccccc1 (configuration not stated),112,0.9,-0.18,nt,1484,-4,-5,-12,4,2,-6
CCCCN(CC)C(=O)Cc1c(C(=O)O)[nH]c2ccc(Cl)cc12,99,5.8,nt,-8,1622,-5,2,-10,7,4,2
CCN1CCCC1CNCc1cccc(OC)c1OCc1ccc(F)cc1 (configuration not stated),104,-1.0,-1.5,3,1429,-2,2,-4,-21,-8,1
O=C(Nc1cccnc1)c1cc(-c2cccnc2)nc2ccc(Br)cc12,94,0.4,nt,nt,1460,3,3,-3,3,2,13
Cc1c(NC(=O)CSCc2c(F)cccc2Cl)c(=O)n(-c2ccccc2)n1C,96,4.5,0.28,0,1597,5,-3,3,-3,11,10
O=C(Cn1cc(S(=O)(=O)Cc2ccccc2)c2ccccc21)Nc1ccccc1,123,7.8,nt,-8,1593,5,3,1,2,0,-24
CCS(=O)(=O)c1ccc(O)c(NC(=O)COc2ccc(Br)cc2)c1,87,3.1,0.0095,-16,1381,-4,7,-3,4,-5,17

# Two neighbouring records already listed:
SMILES,STAT3 activator,RAM inhibit,ROMK primary,S1P3 antag,TR-FRET SRC-2 ct,PPARg SRC1 recr,STAT1 inh,PPARg SRC-3 ag,TLR4-MyD88 BLA,PPARg SRC2 recr,STAT3 inh
O=C(Cn1cc(S(=O)(=O)Cc2ccccc2)c2ccccc21)Nc1ccccc1,123,7.8,nt,-8,1593,5,3,1,2,0,-24
CCS(=O)(=O)c1ccc(O)c(NC(=O)COc2ccc(Br)cc2)c1,87,3.1,0.0095,-16,1381,-4,7,-3,4,-5,17
